UTI89 phage lysis: inhibition of K1F phage lysis, E. coli UTI89, bacterial capsule biogenesis inhibitors, alamar blue (AID 488966); E. coli UTI89 K1F phage lysis, alamar blue, 2 h; higher % means a stronger effect; inhibition, % at 100 µM; hits with a dose series show IC50 in µM; hit rate 0.02% among 340,000;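 active = phage lysis inhibition, versus mean bacterial control, above a set limit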;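 also: capsule biogenesis inhibitors block K1F phage lysis so surviving cells raise fluorescence; higher fluorescence means more inhibition of phage lysis; actives were called in the ten point dose series up to 300 µM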
Hep lipid drop: hepatic lipid droplet formation modulation; AID 1656; inhibition, % at 6.5 µM; AML12 mouse hepatocytes, oleate lipid droplets, BODIPY imaging; hit rate 0.4% among 240,000;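 active = lipid droplet intensity inhibited by at least 50%, with more than 500 cells counted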
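Assay system: AML12 hepatocytes (mouse) / Also added: 100 µM oleic acid challenge / Times: overnight treatment with compound plus oleate / Detection: high-content imaging of BODIPY-stained droplets and DAPI nuclei / Evaluation: % inhibition of lipid droplet signal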
SIAH1 antagonists: Siah-1 peptide-binding antagonists, primary screen, biochemical, fluorescence polarization, rhodamine-plectin, uHTS (AID 1817); Siah-1 / rhodamine-plectin peptide fluorescence polarization; higher % means a stronger effect; one-dose displacement, % at 20 µM; IC50 in µM for titrated hits; hit rate 0.02% among 290,000;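 active = displacement of at least 50% at 20 µM, with a fluorescence ratio check between 0.3 and a set limit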;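 also: plate controls were Siah plus tracer with DMSO for no effect and tracer alone without Siah for full effect; strong numbers were not always called active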
Hep lipid drop cells 6.5 µM: also measured in Hep lipid drop; calls as there; cell count; measured here: cell count, cytotoxicity flag;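 cells counted across two imaged fields per well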
* = called active by the depositor; [ ] = dose if it differs, or a comment.

SMILES | UTI89 phage lysis | Hep lipid drop | Hep lipid drop cells 6.5 µM | SIAH1 antagonists
CCCCc1nnc(NC(=O)c2cccc(S(=O)(=O)N3CCN(C)CC3)c2)s1 | 1.5% | -4.0 | 656 | -3.7%
COc1ccc(-n2c(SCC(=O)N(C)c3ccccc3)nc3c([nH]c4ccccc43)c2=O)cc1OC | 1.5%[50 µM] | -9.5 | 813 | -0.5%
COc1cc(CN2CCCCCC2)cc(OC)c1O | -0.1% | -0.9 | 797 | 0.6%
COc1ccc(N2CCN(c3ccc(NC(=O)/C=C\C(=O)O)cc3)CC2)cc1 | 0.2% | -4.4 | 814 | 3.2%
COCCCNC(=O)[C@H](Cc1c[nH]c2ccccc12)NC(=O)OCc1ccccc1 | 0.4% | 2.2 | 805 | 2.5%
COc1cc(NC(=O)c2cccc(C)c2)ccc1NC(=O)c1cc2ccccc2o1 | -0.8%[50 µM] | 0.7 | 857 | -1.5%
COc1ccc(-c2cc(C(=O)N3CCN(S(=O)(=O)c4ccc(C)cc4)CC3)[nH]n2)cc1 | 3.2% | -5.0 | 801 | 3.7%
Cc1cc(OCCCN2CCCC2)ccc1Cl | 0.2% | 13.5 | 852 | 2.7%
O=C(CNC(=O)Cc1ccc(Cl)cc1)NCC(=O)N1CCCCC1 | 0.0% | -3.9 | 622 | 1.3%
COc1ccc(Cl)cc1NC(=O)c1sc2nc(C)nc(N3CCOCC3)c2c1C | 0.3% | 12.9 | 821 | -5.7%
CC1CCC(NC(=O)c2nn(C)c3c2CS(=O)(=O)c2ccccc2-3)CC1 (stereo not given) | 1.0% | 17.5 | 714 | -3.4%
CCN(c1ccccc1)S(=O)(=O)c1cc(CN2C(=O)c3cccnc3C2=O)ccc1OC | 0.1% | 23.2 | 700 | 2.5%
CSc1ccc(OCC(=O)Nc2ccc(N3CCOCC3)c(Cl)c2)cc1 | 0.1% | -1.8 | 819 | 2.6%
CN(C)CCCn1c(SCc2ccc(Cl)cc2)nnc1-c1ccncc1 | -0.1% | 17.8 | 814 | 14.2%
COC(=O)c1ccc(C2NC(=O)CCC2[N+](=O)[O-])cc1 (stereo not given) | -0.1% | -0.6 | 822 | 0.7%
CCCn1nc(NC(C)=O)c2cc3cccc(C)c3nc21 | 0.1% | 4.2 | 780 | -4.2%
CC1CCCCN1C(=O)C1CCN(c2nc(-c3ccccc3)nc3c2CCC3)CC1 (stereo not given) | -0.5% | 31.4 | 695 | 1.4%
COc1ccccc1N(C(=O)Cn1nnc(-c2ccc(C)o2)n1)C(C(=O)NC1CCCC1)c1ccncc1 (stereo not given) | 0.4% | -0.6 | 847 | 0.6%
Cc1cc(C)c(C2=Nn3c(C)nnc3SC2C)cc1C (stereo not given) | -0.1% | -4.3 | 825 | 2.3%
Cc1ccc(S(=O)(=O)NCC(=O)N(CC(=O)NCc2ccco2)Cc2ccccc2)cc1 | 0.2% | -14.0 | 800 | 7.3%
Cc1ccc2nc(-c3cccc(S(=O)(=O)N4CCCC4)c3)cn2c1 | 0.2% | -1.3 | 721 | 2.0%
CCOc1ccc(S(=O)(=O)N2CCN(Cc3ccc4c(c3)OCO4)CC2)cc1C | 0.2% | 2.2 | 819 | -4.6%
CC1CCN(CC(=O)NC2CCCCC2)CC1 | 0.0% | -8.0 | 799 | -2.1%
CN(CC(=O)Nc1ccc(Cl)cc1)C(=O)CNC(=O)c1ccc2ccccc2c1 | 0.7%[50 µM] | -0.7 | 868 | 2.7%
COc1ccc(S(=O)(=O)Cc2ccc(C(=O)NCc3ccccc3)o2)cc1 | 0.2% | -34.3 | 709 | 2.5%
CCOC(=O)N1CCN(C(=O)/C(=C/c2cccs2)NC(=O)c2ccc(OC)c(OC)c2)CC1 | -0.1% | 1.9 | 836 | -3.2%
CC(=O)N1c2ccc(S(=O)(=O)NCCC(=O)NCCc3ccc(C)cc3)cc2CC1C (stereo not given) | 0.2% | -35.2 | 620 | -3.6%
CCOC(=O)c1ccc(NC(=O)Cc2cccs2)cc1 | -0.6% | 14.6 | 827 | 5.3%
Nc1nonc1-n1nnc(C(=O)N/N=C/c2ccc(OCc3cccc(Cl)c3)cc2)c1CN1CCCCC1 | 0.2% | 9.7 | 729 | -0.9%
CCN1C(=O)c2ccccc2S(=O)(=O)c2ccc(C(=O)NCCOC)cc21 | -1.6%[50 µM] | -5.0 | 799 | 2.0%

Structures from the list above that have a furan ring, fused or not, in the order listed:
SMILES | UTI89 phage lysis | Hep lipid drop | Hep lipid drop cells 6.5 µM | SIAH1 antagonists
COc1cc(NC(=O)c2cccc(C)c2)ccc1NC(=O)c1cc2ccccc2o1 | -0.8%[50 µM] | 0.7 | 857 | -1.5%
COc1ccccc1N(C(=O)Cn1nnc(-c2ccc(C)o2)n1)C(C(=O)NC1CCCC1)c1ccncc1 (stereo not given) | 0.4% | -0.6 | 847 | 0.6%
Cc1ccc(S(=O)(=O)NCC(=O)N(CC(=O)NCc2ccco2)Cc2ccccc2)cc1 | 0.2% | -14.0 | 800 | 7.3%
COc1ccc(S(=O)(=O)Cc2ccc(C(=O)NCc3ccccc3)o2)cc1 | 0.2% | -34.3 | 709 | 2.5%

Following part.
SMILES | UTI89 phage lysis | Hep lipid drop | Hep lipid drop cells 6.5 µM | SIAH1 antagonists
Cn1c(CN2CCN(S(C)(=O)=O)CC2)nc2cc([N+](=O)[O-])ccc21 | 0.4% | 10.1 | 809 | 4.1%
O=C(NCCCCNC(=O)c1ccc(F)cc1)c1ccc(F)cc1 | 0.0% | 7.2 | 807 | 1.5%
O=C(NC(=S)Nc1ccccc1N1CCOCC1)c1ccc(Br)cc1 | 0.2% | -2.3 | 850 | 15.6%
CCOc1ccc(/C=N/NC(=O)c2nnn(-c3nonc3N)c2COc2ccc(F)cc2)cc1 | 5.0% | -16.9 | 667 | 14.3%
CCOc1ccc(CN2CCN(CCCc3ccccc3)C(CCO)C2)cc1 (stereo not given) | 0.2% | -0.5 | 791 | 1.4%
CS(=O)(=O)Nc1ccc(C(=O)N2CC(=O)Nc3ccccc32)cc1 | 0.1% | -5.4 | 821 | 3.8%
CC(C)[C@H](NC(=O)[C@@H]1CSC2c3ccccc3C(=O)N21)C(=O)NCc1ccco1 (stereo not given in full) | 0.1% | -5.9 | 737 | 9.4%
COC(=O)C1CN(C(=O)COc2ccc(Cl)cc2Cl)c2ccccc2O1 (stereo not given) | 0.3% | 3.9 | 700 | -3.1%
CC(CCc1ccccc1)NC(=O)[C@@H]1Cc2ccccc2CN1 (stereo not given in full) | -0.6%[50 µM] | -17.6 | 800 | 3.9%
Cc1cc(OC(C)C(=O)NNC(=O)Nc2ccc(F)cc2F)cc(C)c1Cl (stereo not given) | -0.9%[50 µM] | 5.4 | 849 | 1.8%
Cc1ccc(Cl)c(OCC(=O)Nc2ccccc2C(=O)NC2CC2)c1 | -0.1%[50 µM] | 0.4 | 815 | 3.1%
Cc1ccc2[nH]c(C)c(CC(=O)NCc3ccccc3)c2c1 | -0.1% | 71.8* | 862* | 0.6%
COc1cccc(N2CCN(C(=O)C3CCCN(c4ncnc5c4nc4n5CCCCC4)C3)CC2)c1 (stereo not given) | -0.4% | 1.5 | 692 | 0.3%
COc1ccc(S(N)(=O)=O)cc1C(=O)NCC(C)(C)N1CCCCC1 | 0.0% | -19.2 | 755 | 5.0%
Cc1cc(OC(C)C(=O)N2CCN(c3ccccc3)CC2)c2c(C)c(C)c(=O)oc2c1 (stereo not given) | 0.3% | 1.3 | 743 | 0.6%
COc1ccccc1CN1CCC(n2nccc2NC(=O)CCCc2ccccc2)CC1 | 0.2% | -37.0 | 674 | 2.0%
COc1ccccc1-n1c(SCC(=O)N2CCOCC2)nc(O)cc1=O | 0.0% | 5.6 | 867 | -4.1%
CN(C(=O)Cn1nnc2ccccc2c1=O)C1CCCCC1 | -0.1% | -1.4 | 800 | 2.5%
O=C(COc1ccc(F)cc1F)Nc1cccnc1 | 0.2% | -1.5 | 625 | -2.2%
COc1ccc(C(=O)NCCc2ccccc2)cc1OC | -0.1% | -0.8 | 826 | -1.2%
O=C(Nc1ccccc1Oc1cccnc1)C1CCCN(C/C=C/c2ccccc2)C1 (stereo not given) | 0.2%[50 µM] | -19.6 | 698 | -3.3%
O=C(NCc1cccc(Cl)c1)c1cccc(OC2CCN(C(=O)C3CC3)CC2)c1 | 2.7%[50 µM] | -34.8 | 601 | 5.8%
Cc1c(NC(=O)c2ccc(CC(C)C)o2)c(=O)n(-c2ccccc2)n1C | 0.2% | -6.5 | 634 | 2.8%
CSc1ccc(-c2nc(CSCC(=O)NC3CC3)c(C)o2)cc1 | 0.0% | 0.5 | 720 | -1.7%
Cc1ccc(OCc2cc(C(=O)N3CCN(CC(=O)NC(C)C)CC3)no2)cn1 | 0.2% | 2.0 | 763 | 7.2%
Cc1nc2ccc(C(=O)N(C)CC3CCCN(CCc4ccc(Cl)cc4)C3)cc2[nH]1 (stereo not given) | 0.0% | -13.5 | 716 | -1.2%
CCN(CC)P(=O)(Nc1ccc(Br)cc1)c1c(C)nn(CCC#N)c1NC(=O)c1ccc(Cl)cc1 (stereo not given) | 0.0% | -14.2 | 845 | -2.5%
O=C(CN1C2CCCC1CC(NC(=O)C1CCCCC1)C2)Nc1ccccc1C(F)(F)F (stereo not given) | 0.3% | 2.6 | 773 | 1.0%
O=C(Cc1ccc(Cl)c(Cl)c1)Nc1cccnc1 | -0.2% | 8.7 | 780 | 7.1%
O=C(CSc1nnc(NC(=O)c2ccc(F)cc2)s1)NCc1ccco1 | 0.2% | 2.2 | 849 | -0.4%
O=C(NC(Cc1ccccc1)C(=O)O)/C(=C/c1cccc(Br)c1)NC(=O)c1ccco1 (stereo not given) | -0.1% | 1.2 | 833 | -3.1%
COc1ccc(CN2CCC(n3nccc3NC(=O)CCOc3ccccc3)CC2)cc1C | 0.1% | -6.9 | 871 | -0.2%
CC(=O)c1ccc(N(CC(=O)NC2CCCCC2)C(=O)CNC(=O)c2ccco2)cc1 | 0.5% | 17.2 | 791 | 4.6%
O=C1C2C3C=CC(CC3)C2C(=O)N1c1ccccc1 (stereo not given) | 0.0% | 1.4 | 851 | -1.6%
CCOC(=O)c1c(C)[nH]c(C)c1S(=O)(=O)N1CCN(c2ccc([N+](=O)[O-])cc2)CC1 | 0.0% | 92.7* | 744* | 0.3%
CCN1CCc2c(sc(NC(=O)c3cc4ccccc4cc3OC)c2C(N)=O)C1 | 1.8% | -24.5 | 715 | -4.2%
CCOc1ccccc1CN1CCN(Cc2ccc3cccc(OC)c3n2)CC1CCO (stereo not given) | 0.5% | 0.4 | 860 | -1.9%
CCCc1cc(=O)oc2cc(OC(C)C(=O)NCc3ccccn3)c(Cl)cc12 (stereo not given) | -0.3% | 1.6 | 723 | 0.7%
CN1C(c2ccccc2)CCOS1(=O)=O (stereo not given) | 1.4% | -0.2 | 838 | -2.9%
Cc1ccc(C)c(NC(=O)CCCCCN2C(=O)[C@@H]3Cc4ccccc4CN3C2=O)c1 | 0.3% | 16.7 | 741 | -3.0%
O=C(NC(Cc1ccccc1)C(=O)O)/C(=C\c1ccccc1)NC(=O)c1ccc(Br)o1 (stereo not given) | 0.2%[50 µM] | 23.2 | 720 | -2.9%
O=C(CNC(=O)c1ccccc1Cl)N/N=C/c1ccc2c(c1)OCO2 | 0.1% | -24.4 | 816 | -1.3%
CCCn1c(N)c(N(CCOC)C(=O)c2cc3c(s2)CCCCC3)c(=O)[nH]c1=O | -0.3% | 1.9 | 824 | 3.9%
COc1ccc(C(=O)N2CCCC(CNC(=O)c3ccccc3Cl)C2)o1 (stereo not given) | 0.3% | 1.3 | 726 | 0.8%
Cc1c(C(C)(C)O)[nH]c2ccc(C(F)(F)F)cc12 | -0.5% | -2.5 | 827 | -4.8%
Cc1ccccc1NS(=O)(=O)c1cc(C(=O)Nc2cccnc2)ccc1C | -1.2%[50 µM] | -4.1 | 684 | -0.7%
COc1cc(/C=C2\SC(=O)NC2=O)ccc1OCc1ccc(Cl)nc1 | 0.2% | -11.1 | 746 | 9.3%
CCc1nn(CC(=O)NCCC(C)C)c(=O)c2cc3c(OC)cccc3n12 | -0.1% | -1.2 | 797 | -0.6%
COc1cccc(C(=O)NC2CCCc3ccccc32)c1OC (stereo not given) | 0.1% | 11.7 | 804 | 12.1%
COc1cc(OC)cc(C(=O)NC(=S)N(Cc2ccccc2)C(C)C)c1 | 0.1% | -19.7 | 840 | -7.0%
O=C(c1cc(COc2c(F)cccc2F)on1)N1CCN(C2CCCCC2)CC1 | 0.1% | -5.7 | 686 | 2.7%
CCOc1ccc(-c2cc(C(=O)NCCCn3ccnc3)c3cc(Br)ccc3n2)cc1 | 0.4% | -19.5 | 773 | 13.7%
O=C(NCCCNC(=O)c1ccc(F)cc1)c1ccc(F)cc1 | 0.2% | 0.6 | 847 | -6.1%
O=C(CSc1nc(-c2ccccc2)c(-c2ccccc2)o1)NCCCO | -0.2% | -0.8 | 731 | -3.1%

From PubChem

These rows are one share of the data; count on the stated rates, not on these rows.
